Source: PubChem
EBV LMP1 NFkB – EBV LMP1-driven NF-kappaB luciferase reporter inhibitors, primary screen, cell-based, luminescence, single point. LMP1-induced NF-kappaB luciferase reporter cells. inhibition, % at 12.5 µM. hit rate 0.69% among 350,000. AID 504558, 2011; in the data active = inhibition above about 41%;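 note: 0% = neutral control wells and 100% = reference inhibitor control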
Shn3 3UTR inh – reduction of Shn3 3'UTR firefly luciferase signal, primary screen, Schnurri-3 inhibitor project, cell-based, Clone20 osteoblasts, set 2; hit rate 0.52% among 360,000; AID 588674, 2011; Clone20 osteoblast Shn3 3'UTR firefly luciferase, 24 h; inhibition, % at 12.5 µM;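 active = mean inhibition of at least 75% with every replicate also reaching 75%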;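 note: 0% = median of neutral control wells and 100% = pilot-screen positive control compound; some compounds past the cut are filed as inactive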
KKLEB cytotox – cytotoxicity in KKLEB CF airway cells, primary screen, cytotoxicity control for CF NF-kB inhibitor project, cell-based, uHTS, fluorescence assay plates. KKLEB CF airway cells viability, ATPlite luminescence, overnight; hits give low values; cells stimulated with P. aeruginosa culture filtrate. activity change (cytotoxicity), % at 5 µM. hit rate 0.36% among 360,000;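 active = corrected activity change at or below -50% at 5 µM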
NR2E3 ag-1 – NR2E3 agonists in two-hybrid cells, primary screen, cell-based, luminescence, CHO-S, Gal4-NCOR/VP16-NR2E3 | AID 602229, 2012 | luciferase | inhibition of corepressor binding, % at 3.98 µM | hit rate 0.35% among 360,000;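 active = inhibition above the mean of all tested compounds plus 3 SD, cut at about 70% in these data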;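 note: 0% = DMSO with NR2E3 transfected cells and 100% = cells lacking NR2E3 construct; higher means lower luciferase signal from less NR2E3 corepressor binding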
Target sequence (Q9Y5X4 whole entry, looked up, the tested form may be a part): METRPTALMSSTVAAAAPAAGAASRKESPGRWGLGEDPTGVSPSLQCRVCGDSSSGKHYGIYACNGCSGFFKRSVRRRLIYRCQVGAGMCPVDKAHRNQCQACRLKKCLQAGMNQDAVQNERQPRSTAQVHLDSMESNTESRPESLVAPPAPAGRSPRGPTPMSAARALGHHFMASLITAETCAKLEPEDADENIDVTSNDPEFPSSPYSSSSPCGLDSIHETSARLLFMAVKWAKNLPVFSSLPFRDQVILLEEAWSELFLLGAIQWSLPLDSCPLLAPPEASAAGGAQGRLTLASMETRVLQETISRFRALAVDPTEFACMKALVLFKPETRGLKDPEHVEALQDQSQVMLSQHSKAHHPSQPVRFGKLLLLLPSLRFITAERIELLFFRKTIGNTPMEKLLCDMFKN
NR2E3 ag-2 – inhibitors of NR2E3-RetCOR corepressor binding, primary screen, NR2E3 agonist project, biochemical, TR-FRET, GST-NR2E3, biotin-RetCOR | Photoreceptor-specific nuclear receptor (Homo sapiens), Q9Y5X4 | 1536-well | inhibition of corepressor binding, % at 4.78 µM | hit rate 0.12% among 320,000 | AID 2300, 2010;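 active = percent inhibition above the cutoff of mean plus 3 SD of all tested compounds, set per screening campaign, cut at about 20% in these data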;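 note: 0% = DMSO wells and 100% = biotin wells as full block of FRET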
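System: GST-NR2E3 and biotin-RetCOR proteins; probe or stimulus: 7 nM biotin-RetCOR; doses: compound at 4.8 µM, single dose; schedule: Compound–protein incubation for 5 h at 4 °C; detection: time-resolved FRET; read-out: percent inhibition; controls: biotin wells as high control, 0.6% DMSO wells as low control; format: 1536-well plates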
CF NFkB block – inhibitors of PAF-induced NF-kB signaling, primary screen, cell-based, GFP fluorescence, uHTS | KKLEB NF-kB-GFP reporter, GFP fluorescence overnight | inhibition, % at 5 µM | hit rate 0.86% among 360,000;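 active = at least 50% inhibition at 5 µM, scaled per plate between neutral and stimulator controls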;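 note: PAF is a Pseudomonas aeruginosa culture filtrate used as stimulus; plate controls were PAF-stimulated DMSO wells for no effect and unstimulated DMSO wells for full effect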
iPSC survival up – enhancers of single-cell hiPSC survival, primary screen, ATPlite luminescence. 100% = ROCK inhibitor wells, 0% = DMSO. survival enhancement, % at 20 µM. hit rate 0.044% among 360,000; in the data active = survival enhancement above about 18%;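 note: cells exposed to compounds for 16 hours before the ATP read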
TRPM1 prom inh – inhibitors of MITF-dependent TRPM1 promoter reporter, primary screen, cell-based, SK-MEL-5, single point, luciferase; SK-MEL-5 TRPM1 promoter luciferase, 24 h; inhibition, % at 12.5 µM; hit rate 0.83% among 330,000;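 active = mean inhibition across replicates of 60% or more, whatever share of single replicates reaches that level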; note: values of inactives mirror those of a sister screen read the other way
C8 TRAIL sens – viability loss with TRAIL in NB7+C8 cells, primary screen, TRAIL sensitizer project, cell-based, ATPlite luminescence. inhibition (viability loss, TRAIL sensitization), % at 10 µM. hit rate 1% among 360,000;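 active = compounds causing at least 50% loss of cell viability in the single-dose screen, relative to plate controls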
Peg3 prom inh – Peg3 promoter-driven luciferase inhibitors, primary screen, cell-based, HeLa, luciferase luminescence; hit rate 1.7% among 360,000; AID 588405, 2011; HeLa PEG-Prom luciferase reporter, overnight; inhibition, % at 20 µM;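 active = inhibition of at least 50% at 20 µM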
HIF-2a inh – HIF-2a reporter inhibitors, primary screen, luminescence, 786-0 RCC cells | 786-0 RCC cells HIF-2a reporter, luciferase luminescence, overnight | inhibition, % at 18.8 µM | hit rate 0.72% among 360,000;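 active = inhibition of the luminescence signal of 40% or more relative to plate controls, in a single-dose primary screen at 18.75 µM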
* = called active by the depositor; · = not tested or not shown.

Results follow in this order: EBV LMP1 NFkB	Shn3 3UTR inh	KKLEB cytotox	NR2E3 ag-1	NR2E3 ag-2	CF NFkB block	iPSC survival up	TRPM1 prom inh	C8 TRAIL sens	Peg3 prom inh	HIF-2a inh
1. COc1nc(-c2ccccc2)ccc1-c1noc(-c2ccccc2)n1
  -34	-58	-2	-101	1	-3	-0.4	-57	3	-248	-301
2. Cc1ccccc1Cn1ccc(NC(=O)c2cnn3c(C(F)(F)F)cc(-c4ccco4)nc23)n1
  26	19	0	-2	5	28	-2.6	2	49	51*	0
3. C#CCN(C[C@@H]1[C@@H](OC(=O)NCc2ccco2)[C@@H](OC(=O)NCc2ccco2)Cn2c(=O)ccc(=O)n21)S(=O)(=O)c1ccc(C)cc1
  23	-5	-21	-33	·	66*	-2.1	·	15	95*	43*
4. CCOC(=O)c1sc(N)c(C#N)c1COC(=O)CNC(=O)c1ccccc1
  1	-11	1	5	-3	0	3.6	10	-3	14	-7
5. CCC1=C(OC(=O)N(CC)CC)N2C(=O)OC(=NCC3CC3)[C@]2(Cc2ccccc2)[C@H]2C1=CC[C@H]1C(=O)N(c3ccccc3)C(=O)[C@H]12
  25	-23	-4	-3	2	-2	-1.9	-3	17	8	-7
6. Cc1cc(C)cc(NC(=O)NCC(O)COc2ccc([N+](=O)[O-])cc2)c1 (configuration not stated)
  7	33	-12	-3	0	-2	0.1	4	2	33	19
7. Cc1nc(SCC(=O)NC(=O)NC2CCCCC2)nc(C)c1C
  -6	8	0	-26	-2	-1	-1.2	6	-2	20	17
8. CCOC(=O)N/N=C(/C)c1ccc([N+](=O)[O-])o1
  5	-15	7	-23	-1	7	-0.7	11	-4	3	-15
9. O=C(Cn1cc(C(F)(F)F)cc(Cl)c1=O)NCc1ccccc1
  -35	-42	-7	-59	3	7	1.1	-46	-12	-155	-162
10. CC(=O)NC(c1ccc(Cl)cc1)c1c(O)ccc2ccc(O)cc12 (configuration not stated)
  -4	3	-1	-11	5	31	-0.2	5	-9	2	17
11. C(=C\c1ccncc1)/c1ccncc1
  0	-10	-4	-23	-1	6	-0.4	14	-3	2	13
12. C=CCn1c(SCC(=O)Nc2ccc3c(c2)OCO3)nc2ccccc2c1=O
  2	12	-8	-21	0	-2	-1.6	-2	-1	6	-4
13. Cc1cc(C)c2sc(NC(=O)c3ccc(N4C(=O)CCC4=O)cc3)nc2c1
  9	1	14	-38	0	-8	-0.2	3	3	-38	-52
14. O=C(NCC1CC1)c1cccc2c1C(=O)c1ccc(-c3ccc(OC(F)(F)F)cc3)cc1S2(=O)=O
  -8	47	6	-5	·	-18	-0.5	13	21	37	3
15. CCOC(=O)C1=C(C)N(CC(C)C)C(=O)/C1=C\c1ccc(OCC(=O)Nc2ccccc2)cc1
  -28	-14	-9	-25	2	3	-1.6	-26	5	-45	8
16. CC(=O)N1[C@H](Cc2ccccc2)C=C[C@]1(C)C(=O)NCCN1CCOCC1
  1	-3	-5	0	1	-3	0.2	-5	-8	-26	-27
17. Cn1c(SCC(=O)OC2CCCCC2)nnc1-c1ccco1
  -2	5	-1	-15	4	5	-0.8	-11	-1	-15	-4
18. CC(=O)c1cccc(NC(=O)c2cc(-c3cccs3)on2)c1
  -10	-63	-3	0	-1	-2	-0.8	-35	0	-297	-229
19. CC1CN(C(=S)Nc2ccc(Br)cc2Cl)CC(C)O1 (configuration not stated)
  -4	19	-4	-21	1	14	0.4	7	5	7	6
20. Cc1sc2ncnc(N)c2c1C
  6	-3	8	-2	1	4	-0.7	3	7	-3	13
21. CN1CCCCc2c1nc1c(c2N)CCCC1
  5	-3	3	-2	-1	-18	-2.4	-1	-21	-3	12
22. CCOc1ccc(NC(=O)CN2CCN(CC(=O)Nc3cc(OC)cc(OC)c3)CC2)cc1
  4	26	5	2	2	6	1.0	4	-4	9	26
23. CCOc1ccccc1NC(=O)C1CCCN(C(=O)NCc2ccccc2)C1 (configuration not stated)
  -6	4	4	-7	2	-8	-1.1	0	1	14	11
24. CCN(CC)S(=O)(=O)c1ccc(OC)c(NS(=O)(=O)Cc2ccccc2)c1
  -3	-10	6	-28	1	2	-0.5	2	-9	17	8
25. CC1CCN(c2nc3c(c(=O)[nH]c(=O)n3C)n2CCCc2ccccc2)CC1
  -13	1	-20	-24	4	7	-0.2	-10	1	-2	-2
26. O=C(Nc1ccc(CN2CCOCC2)cc1)c1ccc(Cl)cc1Cl
  -1	-17	-5	-19	·	19	-0.1	-13	11	-63	-97
27. CCc1nc(Nc2ccc(N3CCN(C(C)=O)CC3)cc2)c2oc3ccccc3c2n1
  -7	31	1	-24	3	-11	3.0	-6	13	79*	-59
28. Cc1noc(COc2ccccc2OCC(O)CNC(C)(C)C)n1 (configuration not stated)
  5	3	-9	-22	2	13	4.2	-5	-6	2	10
29. O=c1c(Cc2ccc(Cl)cc2)c(O)ccn1Cc1ccccc1
  2	-1	-10	-8	-1	10	-0.9	16	-4	11	12
30. CC(=O)OCC(=O)[C@@]1(O)CC[C@H]2[C@@H]3C[C@H](C)C4=CC(=O)C=C[C@]4(C)[C@H]3[C@@H](O)C[C@@]21C
  5	-7	-11	-14	-2	77*	4.0	-9	-8	-13	30
31. CN(CCOc1ccccc1)C(=O)c1cc(COc2c(F)cccc2F)on1
  -5	-47	-5	-21	0	6	-0.5	-13	8	-20	-127
32. c1ccc2c(c1)CCCC2NC1=NCCC1 (configuration not stated)
  -3	-7	-5	1	0	7	-3.1	7	-6	0	23
33. CN(CC(O)COc1ccc2ccccc2c1)C1CCCCC1 (configuration not stated)
  13	-2	-6	7	2	24	-0.8	-3	-7	10	11
34. Cc1cccc(N(CC(=O)NCCSCc2ccccc2)S(C)(=O)=O)c1C
  0	-8	-11	-4	-3	-14	0.2	3	-3	12	18
35. COc1ccc(C(=O)Nc2cc(C)on2)cc1OC
  -4	3	1	-23	-1	-11	0.0	-16	-14	-1	-10
36. O=C(NC1CCN(Cc2nnnn2CCc2ccccc2)CC1)c1ccccc1F
  -2	18	11	-19	2	-7	0.2	7	-11	29	15
37. CN(Cc1nc2ccccc2n1C)C(=O)c1cccs1
  -4	-20	11	-1	-3	-13	-3.1	5	-1	6	12
38. CC12CN3CC(C)(CN(C1)C3c1ccc(Br)cc1)C2 (configuration not stated)
  10	3	13	4	0	14	-2.2	-4	-1	35	0
39. c1ccc(COn2c(-c3ccccc3)nc3c2CCc2nonc2-3)cc1
  7	61	-2	1	3	-9	1.8	0	9	1	-18
40. CC(=O)Oc1ccc(N2C(=O)C3C4C=CC(O4)C3C2=O)cc1 (configuration not stated)
  -1	4	-9	-8	4	-11	5.5	7	-11	18	15
41. CS(=O)(=O)N(CC(=O)NC1CCCCCC1)Cc1ccc(Cl)cc1
  -10	7	-6	8	-1	5	-1.5	-3	-19	4	25
42. COCCn1c(N)c(C(=O)NCc2cccs2)c2nc3ccccc3nc21
  5	5	15	12	8	-91	-0.4	-4	11	2	4
43. Cc1ccc(NC(=O)CSc2nnc(-c3ccncc3)s2)cc1
  7	-20	-1	-19	5	3	-0.7	-1	19	3	-22
44. CC(=O)c1c(C)[nH]c(C(=O)OC(C)C(=O)Nc2ccc(C)c(S(=O)(=O)N3CCOCC3)c2)c1C (configuration not stated)
  -11	37	-3	11	1	-17	0.3	-2	4	23	24
45. CN(C)CCCCOc1cccc(Br)c1
  -7	-3	6	-22	0	-4	2.3	1	-1	2	12
46. O=S(=O)(NCCc1cn2ccccc2n1)c1ccc(F)c(C(F)(F)F)c1
  2	11	14	-3	3	-14	-0.1	·	28	3	2
47. Cc1ccc(C(=O)OCc2nnc(-c3ccccc3)o2)o1
  -8	6	1	3	-1	-6	-0.6	2	-9	-5	-18
48. CCCCN(CCCC)CCCNC(=O)c1ccc2nc(-c3ccccc3NC(C)=O)c(=O)[nH]c2c1
  7	-7	0	-24	-2	-6	0.2	5	3	-4	-14
49. N#Cc1ccccc1OCC(=O)OCC(=O)NC1CCCCCC1
  -5	-2	10	-14	5	-1	-1.1	6	7	9	4
50. CCN(CC)Cc1c(O)ccc2c(-c3ccccc3)cc(=O)oc12
  12	-21	-3	-11	1	20	-2.3	7	-1	0	17
51. Cc1ccc2[nH]c3c(=O)n(N)c(=O)[nH]c3c2c1
  ·	3	-1	-7	1	13	-0.5	·	-17	26	19
52. Cc1nc(-c2ccc(Cl)cc2)sc1C1(C)CC(c2c(Cl)cccc2Cl)=NO1 (configuration not stated)
  -4	-12	-9	-25	0	11	-0.6	-5	4	-23	-50
53. CC(C)CCNC(=O)c1cccc(S(=O)(=O)N2CCc3ccccc32)c1
  -4	3	1	-7	1	-1	-1.5	9	1	24	19
54. COc1ccc(C(=O)NCCN2CCOCC2)c(OC)c1OC
  -13	2	3	-4	5	11	0.2	7	4	0	12
55. CCNc1nc(NCC)nc(OCCNS(=O)(=O)c2ccccc2)n1
  -10	9	3	-5	1	-22	0.0	-8	-1	-3	6
56. CN1CCN(S(=O)(=O)c2cccc(C(=O)Oc3ccccc3Cl)c2)CC1
  4	-12	5	-25	-2	-3	-0.5	7	-2	3	7
57. CCCn1ncc(CN2CCC(Oc3ccc(C(=O)N4CCCC4)cc3)CC2)c1C
  3	-6	2	0	1	5	0.6	-11	-3	11	9
58. Cc1cccnc1NC(=O)c1ccc(Cl)c(S(=O)(=O)N2CCCCC2)c1
  9	-6	2	-12	0	16	0.2	2	-7	7	0
59. COc1cc(OC)cc(-c2nnc(SCC(=O)N(C(C)C)C(C)C)o2)c1
  -19	25	-9	-8	0	-11	-1.4	-6	14	2	-12
60. O=C(COc1cccc(C(F)(F)F)c1)NNC(=O)Cc1ccc(S(=O)(=O)N2CCOCC2)s1
  -3	-17	-6	15	1	10	-0.5	0	-13	-1	9
61. O=C(CN1C(=O)CCC1=O)Nc1ccc(Br)cc1
  0	-8	4	-3	2	-2	2.0	10	-10	-3	12
62. CCOC(=O)c1c(C)[nH]c(C(=O)N(C)Cc2cccc(OC)c2OC)c1C
  3	37	-3	-5	3	7	0.0	5	-6	21	6
63. COc1ccc(S(=O)NC2CCCCC2)c(OC)c1C (configuration not stated)
  1	56	-1	7	1	9	-3.3	32	-1	3	13

Not all compounds are listed; rates above refer to the full screens.
